DT40 TDP1 CPT: DT40-hTDP1 cell growth loss with CPT | chicken DT40 Tdp1-/-;hTDP1 cells + 20 nM CPT, ATP luminescence, 48 h | Potency, µM (series often up to 46.2 µM), for inactives: at the top dose activity change, negative = growth inhibition, usual class: inhibitors | actives 12% (n = 420,000); note: nearly all actives have a fitted effect of over 55% in size
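Chicken DT40 Tdp1-/- cells stably complemented with human TDP1 were seeded at 400 cells/well in medium containing 20 nM camptothecin, exposed to pin-transferred compounds, and grown at 37 °C for at least 48 hr. Viability was read as ATP luminescence.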
GCN5L2 inh: inhibitors of human GCN5L2 histone acetyltransferase; Q92830; GCN5L2 HAT assay, ThioGlo1 CoA-SH fluorescence; Potency, µM (highest dose often 58.9 µM), for inactives: at the top dose activity change, negative = inhibition, hits mostly inhibitors; actives 0.21% (n = 390,000)
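Compounds, pin-transferred from DMSO stocks, meet 20nM GCN5L2 for 15 min before the reaction begins with H3(1-25) peptide (75uM) and acetyl-CoA (70uM). Thiol-reactive ThioGlo1 reports CoA release over 20 min at room temperature.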
FEN1 inh: human FEN1 inhibition; P39748; Recombinant FEN1 flap cleavage, fluorescence, 15 min; Potency, µM (series often up to 114 µM), inactives show at the highest dose activity change, negative = inhibition, usual class: inhibitors; actives 0.35% (n = 390,000); note: nearly all actives have a fitted effect of over 65% in size
Target sequence (P39748 whole entry, looked up): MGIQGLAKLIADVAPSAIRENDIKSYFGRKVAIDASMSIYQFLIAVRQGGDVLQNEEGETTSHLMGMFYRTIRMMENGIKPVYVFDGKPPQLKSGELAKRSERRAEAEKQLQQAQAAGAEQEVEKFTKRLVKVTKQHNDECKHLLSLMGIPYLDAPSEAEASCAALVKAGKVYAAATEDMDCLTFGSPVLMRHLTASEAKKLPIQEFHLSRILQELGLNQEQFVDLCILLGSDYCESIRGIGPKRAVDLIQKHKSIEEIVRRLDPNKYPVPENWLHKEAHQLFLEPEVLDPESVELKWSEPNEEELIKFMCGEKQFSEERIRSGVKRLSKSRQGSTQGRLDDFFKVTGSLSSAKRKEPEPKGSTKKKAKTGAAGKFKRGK
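Enzyme 10 nM, 15 min RT preincubation with compound; start with substrate 50 nM final; reads at 0 and 15 min; qHTS titration, four-parameter Hill fit.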
* = called active by the depositor; ? = inconclusive; nt = not tested or not shown; & = joins results of further samples; [ ] = another dose, or the depositor's remark. Calls come from the whole dose curve; as a rule, active = well fitted curve in the direction sought with a large enough effect; inconclusive = small, poorly fitted or top-dose-only effect, or another doubt; inactive = no such curve, though single readings can be large; an effect the other way counts as inactive or inconclusive. % is set by controls: 0 for no effect and ±100 for the full control effect; potency is the fitted concentration of half-maximal effect. These rows are one share of the data; count on the stated rates, not on these rows.

Results follow in this order: DT40 TDP1 CPT	GCN5L2 inh	FEN1 inh
1) O=C(C1CCCCC1)N1CCN=C1SCc1cccnc1
  -4%	-2%	-5%
2) O=C(CN1C(=O)NC2(CCCCCC2)C1=O)N1CCN(c2ccccc2)CC1
  -9%	0%	-6%
3) Cc1ccccc1NC(=O)C(=O)N/N=C/c1cccc(Br)c1
  1%	2%	8%
4) O=Nc1ccc(NOC(=O)c2ccccc2Br)cc1
  -3%	-1%	-2%
5) O=C(O)C1CC(O)CN1C(=O)c1ccco1 (configuration not stated)
  1%	-9%	1%
6) O=C(NCC1CC1)c1ccc2c3n(nc2c1)-c1ccc(Cl)cc1CO3
  ?	nt	-3%
7) COc1ccc(CCNC(=O)Cc2cc(OCc3ccccc3)c(OC)cc2[N+](=O)[O-])cc1OC
  ?	-6%	-3%
8) COCC1CCN(C(=O)c2cc(COc3cncc(Cl)c3)on2)C1 (configuration not stated)
  -26%	31%[activator]	19%
9) CCOc1ccc(N2C(=O)CSC23CCCCC3)cc1
  -20%	0%	-3%
10) CCO[C@@H]1OC(C(=O)NCc2nc3ccccc3[nH]2)=C[C@H](c2coc3ccccc3c2=O)[C@H]1CCCO
  -29%	nt	14%
11) COc1ccc(C(=O)Nc2nccs2)cc1[N+](=O)[O-]
  13%	1%	4%
12) NC(=O)C1CCN(c2nc(-c3cccnc3)cs2)CC1
  nt	-6%&-3%	?
13) COc1cccc2cc(C(=O)c3ccccc3)oc12
  5%	-18%	-16%
14) Cn1c(=O)[nH]c(=O)c2c1nc(SCCCO)n2CCCc1ccccc1
  -19%	-18%	-7%
15) O=C(Nc1nc2ccccc2[nH]1)c1ccc(Cl)c([N+](=O)[O-])c1
  ?	-12%	0%
16) O=C(c1ccc2c(c1)OCCO2)C1CCN(C(=O)c2ccc(F)cc2)CC1
  ?	-10%	12%
17) O=C(NC(=S)NNC(=O)c1ccccc1O)c1ccco1
  21µM*	-2%	-1%
18) Cc1csc(NC(=O)c2ccccc2O)n1
  -15%	-10%	-3%
19) O=C(CSc1cn(CCNC(=O)c2cccc(C(F)(F)F)c2)c2ccccc12)Nc1ccc2c(c1)OCCO2
  23µM*	-15%	3%
20) CC1CCN(S(=O)(=O)c2ccc3ncn(CC(=O)N4CCN(C)CC4)c(=O)c3c2)CC1
  0%	-1%	1%
21) CSc1nc(-c2ccc(Cl)cc2)c(C#N)c(=O)n1C
  -1%	9%	-5%
22) CC(=O)Nc1cccc(C(=O)OCC(=O)N2CCN(C(=O)COC(=O)c3cccc(NC(C)=O)c3)CC2)c1
  -4%	nt	0%
23) COc1cccc(-c2csc(N3CCN(S(=O)(=O)c4ccc(F)cc4)CC3)n2)c1
  -5%	-10%	5%
24) Cc1ccc(N(Cc2ccccc2)C(=O)c2cc(S(=O)(=O)N3CCOCC3)ccc2Cl)cc1
  12µM*	-8%	-12%
25) C[C@]1(C(=O)NCCc2c[nH]c3ccccc23)C=C[C@@H](Cc2ccccc2)N1C(=O)c1ccccc1
  ?	-11%	-16%
26) O=C(NCCCN1CCOCC1)NC1CCCCC1
  -5%	-1%	34%
27) Cc1ccc(S(=O)(=O)N2C[C@@H]3[C@H]4CC[C@H](C4)[C@@H]3[C@@H](C)[C@H]2c2ccn(Cc3ccccc3)c2)cc1
  29µM*	-9%	3%
28) CCOC(=O)c1ccc(NC(=S)N(CCCN2CCN(C)CC2)Cc2cccs2)cc1
  -28%	-7%	-2%
29) CC1(C)C2CCC1(C)C1(C2)NC(=O)c2ccccc2O1 (configuration not stated)
  -1%	-4%	4%
30) COc1cc(/C=N/NC(=O)c2ccc(Cl)c(S(N)(=O)=O)c2)ccc1OCC(N)=O
  3%	-7%	?
31) CC#CCN1c2ccccc2[C@]23C[C@@H](C(=O)OC)N(C(=O)c4ccco4)C2=NC(C(=O)OC)=C(C(=O)OC)[C@H]13
  ?	-7%	-1%
32) CC(C)CC(=O)N=Nc1c(O)[nH]c2ccccc12
  0%	-10%	-4%
33) COc1ccc(CNC(=O)c2ccc(=O)oc2)cc1OC
  -2%	-8%	-8%
34) CCNC(=O)N1CCN(S(=O)(=O)c2ccc3c(c2)OCCCO3)CC1
  -2%	-2%	21%
35) CCC1CN(C(=O)N2CCC(C(=O)NCCN(CC)CC)CC2)c2cc(C)ccc2O1 (configuration not stated)
  -13%	-16%	-7%
36) CCSc1ccc(-c2nn(-c3ccccc3)cc2/C=C(/C#N)C(=O)NCCCOC)cc1
  -5%	?	7%
37) CC(C)CCNC(=O)C1CC(c2cccc(F)c2)=NO1 (configuration not stated)
  ?	-16%	0%
38) COc1ccccc1NC(=O)CSc1nnc(C)n1CCc1ccccc1
  0%	-6%	16%
39) Cc1cc(C)cc(-n2ccn(CC(=O)Nc3ccccc3C(F)(F)F)c(=O)c2=O)c1
  3%	3%	5%
40) COc1cccc(-c2cc(C(=O)NCc3ccc(F)cc3)no2)c1
  -4%	-9%	-1%
41) O=C(COC(=O)c1cccs1)c1ccc2c(c1)OCCO2
  -28%	-5%	0%
42) COc1ccc(Cn2c(SCc3ccc(C(=O)NC(C)c4ccccc4)cc3)nc3cccnc32)cc1 (configuration not stated)
  0%	-19%	-6%
43) CC12CCC(C(=O)N(c3nccs3)C1=O)C2(C)C (configuration not stated)
  6%	nt	-1%
44) Cc1ccc(-c2nc3c(=O)n(C)c4ccccc4c3o2)cc1
  ?	-18%	0%
45) CCC(=O)NC(=S)Nc1ccccc1C(=O)OC
  -5%	0%	-3%
46) C=CCNC(=O)c1ccc(-c2cccc([N+](=O)[O-])c2)o1
  2%	-5%	8%
47) CCN(CC)C(=O)/C(=C\c1cccc([N+](=O)[O-])c1)NC(=O)c1ccco1
  -16%	0%	-2%
48) C=CCN1C(=O)C(O)=C(C(C)=O)C1c1ccccc1F (configuration not stated)
  3%	0%	9%
49) CC1CCCC(C)N1S(=O)(=O)c1ccc(S(=O)(=O)NCc2ccccc2)cc1 (configuration not stated)
  ?	-2%	-13%
50) COc1ccccc1NC(=O)N1CCCC1C(=O)NCc1cccs1 (configuration not stated)
  6%	-1%	-3%

Next records:
Results follow in this order: DT40 TDP1 CPT	GCN5L2 inh	FEN1 inh
51) Cc1ccc(-c2csc(-c3ccncc3)n2)cc1
  3%	-7%	11%
52) CN1/C(=C/C(=S)NC(=O)C2(C)CC2(Cl)Cl)C(C)(C)c2ccccc21 (configuration not stated)
  ?	-2%	1%
53) Cc1ccc(CNC(=O)C(N=C2NS(=O)(=O)c3ccccc32)C(C)C)cc1 (configuration not stated)
  -20%	-12%	19%
54) COc1cccc(C(=O)NCC(c2ccc3c(c2)OCO3)N2CCN(c3ccc(F)cc3)CC2)c1 (configuration not stated)
  15µM*	-8%	-3%
55) Cc1cc2c(cc1NS(=O)(=O)c1ccc(Br)cc1)n(C)c(=O)c(=O)n2C
  ?	-8%	0%
56) O=C(CCN1C(=O)COc2ccccc21)NCCC1=CCCCC1
  -28%	0%	-2%
57) C[C@H](CO)N1C[C@H](C)[C@@H](CN(C)C(=O)Nc2ccccc2)Oc2ccc(NC(=O)Nc3ccccc3)cc2C1=O
  -11%	-7%	9%
58) CCCc1cc(=O)[nH]c(N2CCN(Cc3ccc4c(c3)OCO4)CC2)n1
  3%	-2%	4%
59) COc1ccc(CCN2C(=O)CN(C3CCCCCC3)C(=O)C2c2ccc(Cl)cc2)cc1OC (configuration not stated)
  ?	-6%	-16%
60) Cc1ccc(C(=O)Nc2ccc(O)c(C(=O)O)c2)o1
  -13%	-10%	-9%
61) CC1(C)CC(=O)C2=C(C1)OC(N)=C(C#N)C2c1ccccc1[N+](=O)[O-] (configuration not stated)
  21µM*	4%	4%
62) CCc1ccc(-c2nn(CC(=O)NC3CCCC3)c3c2cnc2ccc(C)cc23)cc1
  -19%	-7%	-4%
63) [O-]/C(=C(\C(=S)Nc1ccc(SC(F)F)cc1)[n+]1ccccc1)c1ccc(Cl)cc1Cl
  10µM*	-3%	3%
64) COc1cc(/C=C/C(=O)Nc2ccc(C)cc2)cc(OC)c1OC
  ?	-12%	-21%
65) O=C1CCN2C=Nc3cccc4ccc1c2c34
  4%	?	-23%
66) COc1ccc(/C=N\Nc2ccc([N+](=O)[O-])cc2)c(C(=O)O)c1OC
  -1%	-6%	-3%
67) CC1CCN(Cc2c(C#N)c3ccccc3n2C)CC1
  -22%	-5%	4%
68) O=c1[nH]nnc2sc3c(c12)CCCC3
  ?	5%	6%
69) Cc1ccc(N2CCN(C(=O)N3CCOCC3)CC2)cc1C
  6%	-3%	-16%
70) C=CCN1C(=O)CN=C1Nc1cc(C)ccc1C
  -1%	-4%	1%

The last 5 records of the part before open the next one.
Results follow in this order: DT40 TDP1 CPT	GCN5L2 inh	FEN1 inh
66) COc1ccc(/C=N\Nc2ccc([N+](=O)[O-])cc2)c(C(=O)O)c1OC
  -1%	-6%	-3%
67) CC1CCN(Cc2c(C#N)c3ccccc3n2C)CC1
  -22%	-5%	4%
68) O=c1[nH]nnc2sc3c(c12)CCCC3
  ?	5%	6%
69) Cc1ccc(N2CCN(C(=O)N3CCOCC3)CC2)cc1C
  6%	-3%	-16%
70) C=CCN1C(=O)CN=C1Nc1cc(C)ccc1C
  -1%	-4%	1%
71) CCC(C)N1C(=O)c2ccccc2C1C(=O)NC1CCCCCC1 (configuration not stated)
  0%	-17%	-2%
72) CC1CN(C(=O)c2cccc(Oc3ccccc3)c2)CC(C)O1 (configuration not stated)
  ?	-25%	-17%
73) Cc1cc(=O)[nH]c(N/N=C/CCc2ccccc2)n1
  1%	1%	-7%
74) COc1ccc(-c2nc(CSCC(=O)N3CCc4ccccc4C3)c(C)o2)cc1OC
  ?	-7%	-6%
75) Cc1ccc(NC(=O)CSc2ncn[nH]2)c([N+](=O)[O-])c1
  -10%	-6%	8%
76) CC1CCCC(C)N1C(=O)COc1ccc([N+](=O)[O-])cc1Cl (configuration not stated)
  ?	-8%	-3%
77) Cc1ccc(C(=O)Nn2cnc3ccccc3c2=O)cc1C
  -16%	16%	20%
78) Cc1cc2oc(C(=O)N(Cc3ccccc3)c3ccccn3)cc(=O)c2cc1Cl
  0%	-12%	2%
79) COc1ccc(C(=O)N2CCC3(CCCN(Cc4nccs4)C3)CC2)cc1
  ?	5%	nt
80) O=C(O)C1=C[C@H](c2csc3ccccc23)C[C@H](OCCCCO)O1
  -13%	-4%	-12%
81) Cc1cnc(C(=O)NC(C)CCc2ccccc2)cn1 (configuration not stated)
  -16%	-14%	-3%
82) COc1ccc(OC)c(S(=O)(=O)NCCc2cn3ccsc3n2)c1
  -13%	-3%	-4%
83) CCNc1nc(NCC)nc(OCCOC(C)=O)n1
  -6%	1%	3%
84) O=C(CC1N=C2c3ccccc3N=C(SCc3cccc(F)c3)N2C1=O)NCc1cccs1 (configuration not stated)
  ?	-1%	-19%
85) Cc1sc2nc(CN3CCCCC3)nc(Cl)c2c1C
  ?	10%	-9%
86) Cc1ccccc1CC1(CO)CCCN(Cc2ccc3c(c2)OCCO3)C1 (configuration not stated)
  ?	-16%	-12%
87) COc1cccc(/C=N/NC(=O)c2nc(-c3ccccc3)cc(-c3ccccc3)n2)c1O
  12µM*	-10%	-7%
88) COC(=O)c1ccc(NC(=O)CCn2cccc2)cc1
  -2%	-4%	10%
89) Fc1cccc(CN2CCN(Cc3nc(CCc4ccccc4)no3)CC2)c1
  ?	-3%	-2%
90) CCN1CCN(C(=O)c2nn(C)c3c2CS(=O)(=O)c2ccccc2-3)CC1
  5%	0%	0%

4 compounds from above, arranged by formula weight, lowest first.
Results follow in this order: DT40 TDP1 CPT	GCN5L2 inh	FEN1 inh
45) CCC(=O)NC(=S)Nc1ccccc1C(=O)OC
  -5%	0%	-3%
41) O=C(COC(=O)c1cccs1)c1ccc2c(c1)OCCO2
  -28%	-5%	0%
76) CC1CCCC(C)N1C(=O)COc1ccc([N+](=O)[O-])cc1Cl (configuration not stated)
  ?	-8%	-3%
38) COc1ccccc1NC(=O)CSc1nnc(C)n1CCc1ccccc1
  0%	-6%	16%

Further results follow:
Results follow in this order: DT40 TDP1 CPT	GCN5L2 inh	FEN1 inh
91) CCOc1ncccc1C(=O)OCc1ccc(C(=O)OC)cc1
  ?	-2%	1%
92) Cc1ccc(CNC(=O)c2c(Nc3ccccc3C)sc(C(=O)c3ccc(F)cc3)c2N)cc1
  ?	-16%	-6%
93) COc1ccc(CN(C)C(=O)Cc2ccsc2)c(OC)c1OC
  5%	-1%	-2%
94) O=C(Nc1ccc(C(=O)N2CCCCC2)cc1)c1ccc([N+](=O)[O-])cc1
  -1%	-9%	1%
95) CCCc1c(C)c2c(C)[nH]nc2oc1=O
  -2%	0%	7%
96) CCCOc1ccc(N/C=C/C(=O)c2ccc(OC)c(OC)c2)cc1
  -8%	-14%	-12%
97) Cc1csc(NC(=O)c2nc3nc(C)cc(C)n3n2)n1
  -2%	-6%	-7%
98) Cc1ccc(CNC(=O)C2CCN(S(=O)(=O)c3ccc(F)cc3)CC2)cc1
  -20%	-4%	1%

Screening results (PubChem)
